# DT40 TDP1 CPT – DT40-hTDP1 cell growth loss with CPT. chicken DT40 Tdp1-/-;hTDP1 cells + 20 nM CPT, ATP luminescence, 48 h. Potency, µM (highest dose often 46.2 µM), without a hit: at the top dose activity change, negative = growth inhibition, hits mostly inhibitors. 420,000 compounds, 12% hits. AID 686979; also: nearly all actives have a fitted effect of over 55% in size
#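 Cell growth measured by CellTiter-Glo luminescence after a minimum 48 h, 37 C compound exposure with 20 nM CPT in Tdp1-knockout DT40 cells stably expressing hTDP1, seeded 400/well; qHTS titration format.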
# KAT2A inh – inhibitors of human GCN5L2 histone acetyltransferase. Q92830. GCN5L2 HAT assay, ThioGlo1 CoA-SH fluorescence. Potency, µM (series often up to 58.9 µM), without a hit: at the top dose activity change, negative = inhibition, most hits filed as inhibitors. 390,000 compounds, 0.21% hits
# Target sequence (Q92830 whole entry, looked up): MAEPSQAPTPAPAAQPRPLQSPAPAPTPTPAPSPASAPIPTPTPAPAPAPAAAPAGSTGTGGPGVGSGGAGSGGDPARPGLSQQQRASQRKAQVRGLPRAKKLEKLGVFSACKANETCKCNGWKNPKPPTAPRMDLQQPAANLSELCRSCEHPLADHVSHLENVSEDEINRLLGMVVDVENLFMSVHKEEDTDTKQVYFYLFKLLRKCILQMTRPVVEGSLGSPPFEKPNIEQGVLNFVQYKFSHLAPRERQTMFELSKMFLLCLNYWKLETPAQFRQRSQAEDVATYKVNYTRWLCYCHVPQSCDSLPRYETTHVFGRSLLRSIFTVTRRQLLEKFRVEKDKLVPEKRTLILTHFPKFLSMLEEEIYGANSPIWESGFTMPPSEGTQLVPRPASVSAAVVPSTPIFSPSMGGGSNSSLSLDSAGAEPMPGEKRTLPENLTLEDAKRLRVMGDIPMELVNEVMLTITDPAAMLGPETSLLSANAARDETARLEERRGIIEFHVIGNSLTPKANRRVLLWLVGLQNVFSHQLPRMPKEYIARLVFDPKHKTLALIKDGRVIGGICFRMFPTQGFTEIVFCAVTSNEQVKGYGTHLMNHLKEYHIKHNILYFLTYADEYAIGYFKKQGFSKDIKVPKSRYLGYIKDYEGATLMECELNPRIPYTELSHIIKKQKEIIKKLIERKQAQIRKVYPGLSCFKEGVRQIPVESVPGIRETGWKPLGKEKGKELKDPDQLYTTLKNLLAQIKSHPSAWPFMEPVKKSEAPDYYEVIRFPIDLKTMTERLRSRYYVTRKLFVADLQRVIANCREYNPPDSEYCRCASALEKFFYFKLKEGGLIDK
#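 ThioGlo1-coupled HAT assay: 20nM GCN5L2, 70uM acetyl-CoA, 75uM H3(1-25) peptide, pH 7.5. Fluorescence read at 340/540nm at start and after 20 min at room temperature.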
# TDP1 cell noCPT – qHTS for Inhibitors of human tyrosyl-DNA phosphodiesterase 1 (TDP1): qHTS in cells in absence of CPT; DT40 Tdp1-/- hTDP1 cells, no CPT, ATP luminescence, 48 h; Potency, µM (highest dose often 46.2 µM), inactives show at the top dose activity change, negative = growth inhibition, hits mostly inhibitors; 420,000 compounds, 15% hits; AID 686978, 2013; also: nearly all actives have a fitted effect of over 55% in size
#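 Chicken DT40 Tdp1-/- cells complemented with human TDP1, screened without camptothecin (DMSO vehicle only), 400 cells/well. Compounds pin-transferred, cells incubated at 37 °C for at least 48 hr. Growth read as ATP-dependent luminescence (CellTiter-Glo, 30 min at RT).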
# The depositor's hits bear a star; ? = inconclusive; / = no result given; & = joins results of further samples; [ ] = remark or other dose. Calls follow the shape of the dose curve; as a rule, active = well fitted curve in the direction sought with a large enough effect; inconclusive = small, poorly fitted or top-dose-only effect, or another doubt; inactive = no such curve, though single readings can be large; an effect the other way counts as inactive or inconclusive. % is scaled to controls: 0 for no effect and ±100 for the full control effect; potency is read from the fitted curve at half-maximal effect.
# Results follow in this order: DT40 TDP1 CPT, KAT2A inh, TDP1 cell noCPT
- CC(CN(C)C)CN1c2ccccc2Sc2ccccc21 (configuration not stated)
    ?, -12%&5%, 18µM*
- CC1c2[nH]c3ccccc3c2CCN1C(=O)Nc1ccccc1 (configuration not stated)
    23µM*, -5%, 23µM*
- Cc1noc2c1C(c1ccc(N(C)C)cc1)C1=C(CC(C)(C)CC1=O)N2 (configuration not stated)
    -13%, 0%, -13%
- COc1ccc(/C=N/Nc2ncc(C(F)(F)F)cc2Cl)cc1OC
    ?, -1%, ?
- O=C(COC(=O)C1COc2ccccc2O1)Nc1ccccc1OC(F)F (configuration not stated)
    -6%, 3%, 10%
- O=C(Nc1ccc2c(c1)N(C1CCCC1)C(=O)c1ccccc1S2)c1cccc(F)c1
    ?, -8%, 18µM*
- CCCCN(C(=O)C(C)Oc1ccc(Br)cc1)c1c(N)n(CC(C)C)c(=O)[nH]c1=O (configuration not stated)
    0%, 3%, 1%
- CC1(C(=O)NC2CCCCC2)Cc2ccccc2C(=O)N1Cc1ccc(F)cc1 (configuration not stated)
    ?, -2%, ?
- Cc1ccc(C)c(NC(=O)CCC(=O)NNC(=O)C(c2ccccc2)c2ccccc2)c1
    -18%, 0%, -11%
- CN(C(=O)COC(=O)CCCN1C(=O)c2cccc3cccc(c23)C1=O)C1CCS(=O)(=O)C1 (configuration not stated)
    -10%, 2%, -15%
- O=C1CC(/C=C/c2ccc([N+](=O)[O-])cc2)=Nc2ccccc2N1
    ?, -2%, -27%
- Cc1ccc(OCC(=O)Nc2cc3nn(-c4ccccc4)nc3cc2C)cc1
    -3%, -6%, -3%
- COc1ccc(NC(=O)C2CCCN(S(=O)(=O)c3c(C)[nH]c(=O)[nH]c3=O)C2)c(OC)c1 (configuration not stated)
    20%, -6%, 14%
- Cc1cccc(S(=O)(=O)c2cn(C)c3cc(N4CCN(c5ccccc5)CC4)c(F)cc3c2=O)c1
    4%, 2%, -15%
- Cn1cnnc1SCC(=O)N/N=C/c1ccc(OCC(N)=O)cc1
    10%, 2%, 2%
- Cc1ccc(O)c(Nc2nc(-c3ccccc3)nc3ccccc23)c1
    -11%, ?, -4%
- Cc1cc(C(=O)N2CCN(Cc3ccccc3)CC2)ccc1[N+](=O)[O-]
    -19%, -10%, 0%
- O=C(NC1CCCCC1)C(c1ccccn1)N(C(=O)c1csnn1)C1CC1 (configuration not stated)
    0%, -7%, ?
- O=C(CSc1nnc(COc2ccc(F)cc2)o1)N1c2ccccc2CCc2ccccc21
    ?, -2%, 16µM*
- Cc1ccc(NS(=O)(=O)c2ccc(Cl)nc2)c(C)c1
    ?, -16%, -19%
- COc1cc(NC(=O)c2c(OC)cccc2OC)ccc1NC(=O)c1cc2ccccc2o1
    10µM*, -18%, ?
- CCOC(=O)C1CCN(C(=O)c2oc3ccc(S(=O)(=O)N4CC(C)CC(C)C4)cc3c2C)CC1 (configuration not stated)
    18µM*, -7%, 16µM*
- O=C1CCCc2nn(-c3ccccc3)nc21
    -8%, -4%, -7%
- CCOC(=O)C(C)NC(=O)c1cn(-c2ccc(OC)cc2)c(=O)c2ccccc12 (configuration not stated)
    -11%, -14%, 0%
- CC1(C)OC(=O)C(=NNc2ccc(Br)cc2)C(=O)O1
    ?, -6%, ?
- COc1ccc(Br)cc1CN1CCN(c2ncccn2)CC1
    -24%, /, ?
- CCNc1ccc(S(=O)(=O)N(C)C)cc1NCC(=O)Nc1ccccc1Cl
    ?, -10%, ?
- COCCCNC(=O)CNC(=O)c1nn(-c2ccc(OC)c(Cl)c2)c(=O)c2ccccc12
    -6%, -13%, ?
- O=C1CCCN1CCCNc1ncnc2c1[nH]c1ccccc12
    ?, -11%, -25%
- COC(=O)C1(CC2CC(c3ccc(Cl)cc3)=NO2)CCN(C(=O)OC(C)(C)C)CC1 (configuration not stated)
    26µM*, -9%, 21µM*

# Part of the list above, limited to TDP1 cell noCPT:
SMILES	TDP1 cell noCPT
COc1ccc(/C=N/Nc2ncc(C(F)(F)F)cc2Cl)cc1OC	?
O=C(Nc1ccc2c(c1)N(C1CCCC1)C(=O)c1ccccc1S2)c1cccc(F)c1	18µM*
CC1c2[nH]c3ccccc3c2CCN1C(=O)Nc1ccccc1 (configuration not stated)	23µM*
CCOC(=O)C(C)NC(=O)c1cn(-c2ccc(OC)cc2)c(=O)c2ccccc12 (configuration not stated)	0%

# The listing picks up with the 6 entries that preceded the break.
# Results follow in this order: DT40 TDP1 CPT, KAT2A inh, TDP1 cell noCPT
- CC1(C)OC(=O)C(=NNc2ccc(Br)cc2)C(=O)O1
    ?, -6%, ?
- COc1ccc(Br)cc1CN1CCN(c2ncccn2)CC1
    -24%, /, ?
- CCNc1ccc(S(=O)(=O)N(C)C)cc1NCC(=O)Nc1ccccc1Cl
    ?, -10%, ?
- COCCCNC(=O)CNC(=O)c1nn(-c2ccc(OC)c(Cl)c2)c(=O)c2ccccc12
    -6%, -13%, ?
- O=C1CCCN1CCCNc1ncnc2c1[nH]c1ccccc12
    ?, -11%, -25%
- COC(=O)C1(CC2CC(c3ccc(Cl)cc3)=NO2)CCN(C(=O)OC(C)(C)C)CC1 (configuration not stated)
    26µM*, -9%, 21µM*
- CCCC1(C(=O)OC)NC(c2ccco2)C2C(=O)N(C)C(=O)C21 (configuration not stated)
    8%, 1%, 10%
- Cc1cnc(NC(=O)CCCSc2nc3ccccc3s2)s1
    -9%, 3%, -11%
- COc1ccc(NC(=O)c2cccnc2Nc2ccccc2)cc1
    ?, -23%, -21%
- c1ccc(-c2cc3c(NCC4COc5ccccc5O4)ncnc3s2)cc1 (configuration not stated)
    ?, -10%, ?
- O=C(Nc1ccc(-n2ccnc2P(=O)(O)c2ccccc2)cc1)c1ccccc1Br
    ?, -1%, -25%
- COc1ccc(CC(=O)N[C@@H]2c3cc(OC)c(OC)cc3C[C@H]2O)cc1
    6%, 0%, -6%
- COc1cc(C(=O)N2CCCCCCC2)ccc1OC1CCN(C(C)=O)CC1
    -25%, 0%, ?
- FC(F)Oc1ccccc1NC(=S)Nc1cccc(Cl)c1Cl
    -3%, 7%, -29%
- COc1ccc(/C(C)=N/NC(=O)CNC(=O)c2cccs2)cc1OC
    1%, -3%, -24%
- CC(C)CC(=O)N1CCN(Cc2ccc(Br)cc2)CC1
    ?, -7%, ?
- COc1ccc(C)cc1NC(=O)c1oc2ccc(S(=O)(=O)N3CCCCC3)cc2c1C
    -4%, -12%, -9%
- Cc1ccc(C)c(-n2cc(CN3CCN(C(=O)c4ncn[nH]4)CC3)c(-c3ccccc3)n2)c1
    -40%, 13%, ?
- O=C1Cc2cc(S(=O)(=O)Nc3ccc(OC(F)(F)F)cc3)cc3c2N1CCC3
    9.2µM*, -1%, 18µM*
- COc1ccc(/C=C2\CCCC3C2=NN(C(=O)c2ccco2)C3c2ccc(OC)c(OC)c2)cc1OC (configuration not stated)
    ?, 4%, ?
- Nc1ccc2c(c1)ncn2CCCn1cnc2cc(N)ccc21
    21µM*, -2%, ?
- CCOC(=O)CSc1nc2ccccc2c(=O)[nH]1
    -28%, -29%, -10%
- O=C(c1cc(C(F)(F)F)cc(C(F)(F)F)c1)N1CCC2(CC1)CCN(c1ncccn1)CC2
    ?, -16%, ?
- O=C(COC(=O)C12CC3CC(CC(C3)C1)C2)NCCCc1ccccc1
    2%, 0%, 2%
- CC(=O)c1c(O)cc(=O)n(-c2ccccc2)c1-c1ccc(C)cc1
    -8%, 1%, -6%
- O=C(Nc1ccc(F)c(F)c1)C1CCN(S(=O)(=O)c2cccc3nonc23)CC1
    ?, -22%, ?
- N/C(=N\OC(=O)C12CC3CC(CC(C3)C1)C2)c1ccncc1
    3%, -9%, -20%
- Nc1n[nH]c(-c2ccccc2[N+](=O)[O-])n1
    9%, 1%, 12%
- O=C(Cc1ccc(Cl)cc1)Nc1ccc2c(c1)C(=O)NC2=O
    -4%, -15%, -17%
- Cn1nnc2c(C(N)=O)ncn2c1=O
    -12%, 0%&-2%&0%, -7%
- CC(=O)c1cccc(NC(=O)CC2SC(N3CCCCC3)=NC2=O)c1 (configuration not stated)
    -1%, -4%, -29%
- Cc1ccc(Cl)c(OC(=O)C2CSC3(C)CCC(=O)N23)c1 (configuration not stated)
    -6%, -3%, 8%
- COCc1c(C(=O)OCC(=O)N2CCCC2=O)oc2ccccc12
    11%, -6%, 9%
- CCOC(=O)N1C(=O)[C@](c2ccc(Cl)cc2)(C(C)C)N1C(=O)OCC
    18µM*, -5%, 15µM*
- Cc1ccc(S(=O)(=O)Nc2ccccc2NS(=O)(=O)c2ccc(C)cc2)cc1
    -10%, /, -12%
- C[C@@H]1CCCCO[C@H](CN(C)C(=O)Nc2ccc(C(F)(F)F)cc2)[C@@H](C)CN([C@H](C)CO)C(=O)c2cc(NC(=O)c3ccncc3)ccc2O1
    21µM*, /, 15µM*

# Next part:
# Results follow in this order: DT40 TDP1 CPT, KAT2A inh, TDP1 cell noCPT
- Cc1nccc(-c2cc(-c3ccc(Cl)cc3Cl)no2)n1
    1%, -8%, -6%
- N#C/C(=C\N1CCOCC1)c1ccccc1
    -5%, -1%, -8%
- Cn1c(=O)[nH]c(=O)c2c1ncn2CCN1CCOCC1
    ?, 2%, 0%
- CCn1c2c(c(=N)c3ccccc31)CCC2
    5%, -3%, -25%
- CCc1ccc(NC(=O)Cn2c(=O)n(Cc3nc(C)no3)c(=O)c3cc4c(cc32)OCO4)cc1
    ?, -12%, ?
- COc1cccc(Oc2nccc(N(C)C)c2C#N)c1
    -5%, -9%, -7%
- CCCCC1=CC2=CC(=O)C(C)(OC(=O)CC)C(=O)C2=CN1Cc1ccc2c(c1)OCO2 (configuration not stated)
    ?, -7%, 15µM*
- COc1cccc(CNC(=O)C(Cc2ccccc2)n2cccc2)c1 (configuration not stated)
    ?, -22%, ?
- Cc1cc(C)c(NC(=O)CSc2ccc3nnc(CCNC(=O)c4ccccc4)n3n2)c(C)c1
    -7%, 31%[activator], 2%
- O=C(CSc1nnc(-c2ccncc2)n1CC1CCCO1)Nc1ccccc1Cl (configuration not stated)
    -7%, -5%, -5%
- CCCCN(CCCC)c1nc2ccccc2nc1NS(=O)(=O)c1ccc(NC(C)=O)cc1
    ?, 0%, -30%
- CCSc1nnc(-c2cnn(-c3ccccc3)c2-n2cccc2)n1C
    ?, 2%, -41%
- CCOC(=O)C1(Cc2ccc(OC)cc2)CCN(C(=O)C2CCCO2)CC1 (configuration not stated)
    -11%, -1%, -7%
- O=C(COc1ccccc1)NCCc1csc(-c2ccc(Cl)cc2)n1
    ?, -1%, ?

# Not a retest: 2 of the compounds above.
# Results follow in this order: DT40 TDP1 CPT, KAT2A inh, TDP1 cell noCPT
- CCOC(=O)C1(Cc2ccc(OC)cc2)CCN(C(=O)C2CCCO2)CC1 (configuration not stated)
    -11%, -1%, -7%
- O=C(COc1ccccc1)NCCc1csc(-c2ccc(Cl)cc2)n1
    ?, -1%, ?
